# S3 lipid droplet: qHTS Assay for Lipid Storage Modulators in Drosophila S3 Cells | Drosophila S3 cells, BODIPY lipid droplet fluorescence, 18-24 h; cells fed with added oleic acid | Potency in µM for hits, for the others lipid storage change, negative = inhibition, % at the top dose, mostly 46.1 µM | 0.64% of 320,000 active; active means well fitted inhibition curve with a large enough effect in the signal ratio, with a control signal flat, not every such curve was filed as active; inconclusive means small, poorly fitted or top-dose-only effect, or effect the other way, or a change in a side signal; the % refers to the signal ratio
#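 Laser-scanning cytometry quantifies lipid droplet accumulation (500–530 nm total intensity; droplet/cell object ratio) in oleic acid-fed (400 uM added) Drosophila S3 cells treated with a concentration series. 20 uM Triacsin C defined 100% inhibition.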
# S3 lipid droplet cell count max: further read-out of S3 lipid droplet, marked with its call; cell number change, %; measured here: cell count max response;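 cells counted by Cell Tracker Red CMTPX staining in the red channel; peak over a dose series mostly up to 46.1 µM; percent activity relative to internal control wells on each plate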
# * hit, by the source's call; i = inactive; ? = inconclusive; . = not tested or not shown; [ ] = dose if it differs, or a comment. On the % scale 0 is the no-effect control and ±100 the full control effect; potency means the concentration at half of the fitted maximal effect. Not all compounds are listed; rates above refer to the full screens.
Structure	S3 lipid droplet cell count max	S3 lipid droplet
O=C(CSc1nc2[nH]ncc2c(=O)[nH]1)Nc1ccc(OC(F)(F)F)cc1	.	?
CCCN(CC(=O)Nc1ccc(C(C)=O)cc1)CC(=O)Nc1ccccc1C	.	i
C/C(CC(=O)N(C(C)C)C(C)C)=N\NC(=O)COc1ccc(Cl)cc1Cl	7	-1%
COc1ccc(C(Nc2ccc(S(=O)(=O)NCC3CCCO3)cc2)C(=O)NC(C)(C)C)cc1OC (stereo not given)	8	-17%
Cn1nc(-c2ccccc2)c(CSc2ccccc2Cl)c1Cl	.	?
Cc1cc(=O)oc2c3c(cc(OCC(=O)NC(Cc4ccc(Cl)cc4)C(=O)O)c12)OC(C)(C)CC3 (stereo not given)	.	?
CO/N=C/CC(=O)c1ccc(OC)cc1	.	?
CN1CCC2(CC1)Nc1nc(SCc3ccc(Cl)cc3)nn1C1=C2CN(C)CC1	.	?
O=C(CSc1nncs1)NCc1ccc2c(c1)OCO2	-14	13%
COc1ccc(-c2csc(N(CC3CCCO3)C(=O)c3ccccc3)n2)cc1 (stereo not given)	.	?
CC(C)=NNc1nc2c(c(=O)n(C)c(=O)n2C)n1CCc1ccccc1	29	18%
Cc1nnc(N/N=C/c2cccc(C(F)(F)F)c2)n1N	5	-1%
O=C(c1cnn2ccccc12)N1CCN(C2CCCCC2)CC1	.	?
CC(=O)[C@@H]1[C@@H]2C(=O)N(Cc3ccccc3)C(=O)[C@@H]2C2c3ccccc3C=CN21 (stereo not given in full)	.	?
CN(C)C(=O)CSc1nnc(Cc2ccccc2)n1Cc1ccco1	-13	0%
CCN(CC)c1cc(C)c2cc(NC(=O)CNC(C)=O)ccc2n1	.	?
C=C(C)CNC(=O)CCc1nnc(C2(c3ccc(Cl)cc3)CCC2)o1	-6	29%
COc1cc([N+](=O)[O-])c(OC)cc1SCc1n[nH]c(=S)n1-c1ccc(C)cc1	8	17%
Cc1ccc(OCc2nnc(SCc3nc4ccccc4[nH]3)n2Cc2ccco2)cc1	.	?
O=C1C=C(NCc2ccncc2)CC(c2ccccc2)C1 (stereo not given)	.	27%
CCCNC(=O)c1ccccc1NC(=O)CN(c1ccccc1)S(=O)(=O)N(C)C	-16	-15%
COc1ccccc1/C=C/CN1CCC(Oc2cc(C(=O)NC3CC3)ccc2OC)CC1	-2	i
COC(=O)Cc1c(C)c2ccc(OCc3nn[nH]n3)c(C)c2oc1=O	.	i
CCNC(=S)Nc1ccc(NC(=O)c2ccccc2O)cc1	-5	-12%
O=C(NCCOc1ccccc1Cl)c1ncn[nH]1	13	-9%
COc1ccc(NC(=O)CCOc2ccccc2)c(OC)c1	-9	15%
Cc1ccc(C(=O)O)cc1NCc1ccncc1	-2	i
C/C(=N\NC(=O)c1ccc([N+](=O)[O-])c(C)c1)c1ccccc1Cl	.	?
Cc1c(C(=O)N2CCN(c3ccccn3)CC2)oc2c(F)cccc12	.	?
c1cnc(N2CC[N+]3(CCCC3)CC2)nc1	.	?

# Other entries follow.
Structure	S3 lipid droplet cell count max	S3 lipid droplet
COC(=O)Nc1cc([N+](=O)[O-])ccc1OC	.	?
CCOC(=O)NC(Nc1cc(C)on1)(C(F)(F)F)C(F)(F)F	-4	-8%
O=C(NCCOc1ccc(F)cc1)C1CCC(=O)N(CCc2ccccn2)C1 (stereo not given)	.	?
O=C(CSc1ncn[nH]1)N/N=C/c1ccc(Br)cc1	-4	i
CCn1c(C)c(C(C)=O)c(NCc2ccccc2)nc1=S	-2	13%
CCc1ccc(S(=O)(=O)c2nnn3c2nc(NCCNC(C)=O)c2ccccc23)cc1	7	3%
FC(F)(F)c1cc(-c2ccccc2)nc(N2CCOCC2)n1	-1	-11%
O=C1c2ccc(Br)cc2C(=O)N1c1ccc(Cc2ccncc2)cc1	.	?
Cn1c(=O)c2c(nc(SCC(=O)Nc3ccccc3)n2C)n(C)c1=O	.	i
CCCCN1C(=O)C(=O)N(CC(=O)c2ccc[nH]2)C1=O	.	?
CCc1cccc(NC(=O)c2sc3nc4n(c(=O)c3c2C)CCC4)c1	-22*	5.8µM*
O=C(COC(=O)c1cccc(-n2cnnn2)c1)c1ccc(F)cc1	.	-15%[0.0737 µM]
Cc1cccc(N=C2NC(=O)/C(=C/C=C/c3ccco3)S2)c1C	.	?
COCCCNC(=O)C1CCN(C(=O)c2cc3sccc3n2Cc2ccc(F)cc2)CC1	.	?
FC(F)(F)c1n[nH]c(=S)n1/N=C/c1ccco1	.	?
COC(=O)CN(c1cc(OC)ccc1OC)S(=O)(=O)c1ccc(OC)c(OC)c1	.	?
COc1cccc(C(c2c(N)n(C)c(=O)n(C)c2=O)C(C)[N+](=O)[O-])c1 (stereo not given)	3	-6%
COc1ccccc1/C=N/NC(=O)CC(=O)NC1CCCCC1	-11	-8%
COc1ccc(-n2cc(-c3ccccc3)c3c(NN4CCOCC4)ncnc32)cc1	9	9%
O=C(CSc1nnnn1-c1ccccc1)Nc1nc(-c2ccccc2)ns1	.	?
CCc1ccc(-c2csc(NC(=O)c3cccnc3)n2)cc1	.	?
CC1=C(C(=O)NCc2ccccc2)C(c2cccs2)n2ncnc2N1 (stereo not given)	16	21%
Cc1ccc2nc(N3CCN(c4ccccc4F)CC3)c(C=O)c(=O)n2c1	.	?
CCc1ccc(-c2cn3nc(C)c(C)nc3n2)cc1	13	9%
O=C(NCCCN1CCCC1=O)C1CCN(S(=O)(=O)c2ccc(F)cc2)CC1	-6	0%
COc1ccc(CC(=O)Nc2cc(C)ccc2O)cc1OC	.	?
CC(Sc1nnnn1C)C(=O)NC1CCCc2ccccc21 (stereo not given)	.	?
CCn1c(CSCc2ccc(Cl)cc2)nnc1SCC(=O)Nc1cccc(C(=O)O)c1	-4	13%
CCc1ccc(NC(=O)CSCc2nc(N)nc(Nc3ccccc3CC)n2)cc1	2	12%
COc1ccccc1NC(=S)N1CCN(C/C=C/c2ccccc2)CC1	.	?

# Individual results from above:
# CC1=C(C(=O)NCc2ccccc2)C(c2cccs2)n2ncnc2N1 (stereo not given) in S3 lipid droplet → 21%
# COc1ccccc1/C=N/NC(=O)CC(=O)NC1CCCCC1 in S3 lipid droplet → -8%

# Reprinted at random: 5 compounds from above
Structure	S3 lipid droplet cell count max	S3 lipid droplet
COC(=O)Nc1cc([N+](=O)[O-])ccc1OC	.	?
O=C1c2ccc(Br)cc2C(=O)N1c1ccc(Cc2ccncc2)cc1	.	?
O=C1C=C(NCc2ccncc2)CC(c2ccccc2)C1 (stereo not given)	.	27%
Cc1c(C(=O)N2CCN(c3ccccn3)CC2)oc2c(F)cccc12	.	?
CC1=C(C(=O)NCc2ccccc2)C(c2cccs2)n2ncnc2N1 (stereo not given)	16	21%

# Given as labelled records: part of the list above
COCCCNC(=O)C1CCN(C(=O)c2cc3sccc3n2Cc2ccc(F)cc2)CC1
  S3 lipid droplet cell count max: .
  S3 lipid droplet: ?
FC(F)(F)c1n[nH]c(=S)n1/N=C/c1ccco1
  S3 lipid droplet cell count max: .
  S3 lipid droplet: ?
COC(=O)CN(c1cc(OC)ccc1OC)S(=O)(=O)c1ccc(OC)c(OC)c1
  S3 lipid droplet cell count max: .
  S3 lipid droplet: ?
COc1cccc(C(c2c(N)n(C)c(=O)n(C)c2=O)C(C)[N+](=O)[O-])c1 (stereo not given)
  S3 lipid droplet cell count max: 3
  S3 lipid droplet: -6%

# Other results follow.
Structure	S3 lipid droplet cell count max	S3 lipid droplet
CCOc1ccc(-n2c(SCC(=O)N3CCc4ccccc43)nnc2-c2c[nH]c3ccccc23)cc1	.	0%
CCCN1Cc2cccc(C(=O)Nc3ccc(-c4nc5ccccc5[nH]4)cc3)c2C1=O	.	?
O=C(c1ccoc1)N1CCC2(CC1)Oc1ccc(F)cc1C(=O)C21CC(c2ccccc2)=NO1 (stereo not given)	.	?
COc1ccccc1NC(=S)NC(=O)C1CC1	.	?
O=C(N/N=C/c1ccc2c(c1)OCO2)C(=O)Nc1ccc2ccccc2c1	.	?
CCc1ccc(NSc2ccccc2[N+](=O)[O-])cc1	.	?
CCOC(=O)C1CCCCN1Cc1ccc(OC)c(OC)c1 (stereo not given)	.	?
O=C(Nc1ccc(Br)cc1Cl)N1CCOCC1	.	?
CC1=C(C)CC(C(=O)N2CCN(C/C=C/c3ccccc3)CC2)C(C(=O)O)C1 (stereo not given)	3	0%
O=S(=O)(Cc1ccccc1)N1CCCC(c2nc(-c3ccc(F)cc3)no2)C1 (stereo not given)	.	?
CC12CCC3c4ccc(O)cc4CCC3C1CCC2=O (stereo not given)	1	7%
NC(=O)C(CCC(=O)c1ccc(Br)cc1)S(=O)(=O)c1ccccc1 (stereo not given)	0	-4%
Cc1cccc(NS(=O)(=O)c2cc(C(=O)OCC(=O)Nc3cc(C)on3)ccc2C)c1	.	?
CC(C)(C)C1CCC(OC(=O)C[N+]2(C)CCCCC2)CC1 (stereo not given)	4	2%
O=c1c([N+](=O)[O-])c(N2CCOCC2)c2ccccc2n1Cc1ccccc1	.	?
CCCOc1ccc(-c2c(C(=O)N/N=C/c3ccccc3OCC)nnn2-c2nonc2N)cc1	.	i
O=C(N/N=C/c1cccc2ccccc12)c1cc(C2CC2)[nH]n1	.	?
CCCCCC1CC(CC(=O)O)C(=O)O1 (stereo not given)	.	?
Cc1nc(-c2ccc(O)c(O)c2)cs1	.	?
CC(=O)C1=C(C)OC(N)=C(C#N)C1c1ccncc1 (stereo not given)	.	?
O=C(CSc1nc2c(cnn2-c2ccccc2)c(=O)[nH]1)NC1CCS(=O)(=O)C1 (stereo not given)	.	?
N#CC1=C(N)N(c2ccccc2)C2=C(C(=O)CCC2)C1c1ccsc1 (stereo not given)	.	?
COC(=O)c1nonc1NCn1nnc2ccccc21	9	1%
CCc1nc(Nc2ccccc2OC)c2oc3ccccc3c2n1	.	?
COc1ccc(C)cc1N(CC(=O)Nc1cccnc1)S(=O)(=O)c1ccc(C)cc1	-9	-26%
COc1ccc(C(=O)O)cc1S(=O)(=O)Nc1ccc(Oc2ccccc2)cc1	.	?
Cc1ccc(C2NC(=S)NC3=C2C(=O)CC(C)(C)C3)cc1 (stereo not given)	16	9%
O=C(CCn1c(=O)oc2ccccc21)N1CCc2ccccc21	7	15%
Cc1ccc(CC(=O)Nc2ccncc2)cc1	.	?
COc1ccc(COC(=O)c2ccc(Br)c(S(=O)(=O)N3CCOCC3)c2)cc1F	-19	i

# (list continues)
Structure	S3 lipid droplet cell count max	S3 lipid droplet
NC(=O)COC(=O)[C@@H]1CC(O)CN1S(=O)(=O)c1ccc2c(c1)OCCO2 (stereo not given in full)	-1	0%
Cc1ccc2nc(-c3ccc(NC(=O)CSc4nccc(=O)[nH]4)cc3)sc2c1	.	?
CCNC(=O)/C(=C/c1cccc([N+](=O)[O-])c1)NC(=O)c1ccc(C)cc1	.	?
CCOC(=O)N1CCN(C(=O)C2CCN(S(=O)(=O)N3CCC4(CC3)OCCO4)CC2)CC1	.	-1%
CCCCC(CC(C)O)c1n[nH]c(=S)n1-c1ccccc1 (stereo not given)	.	?
O=C(CCSc1ccc(Cl)cc1)c1cccs1	.	?
CCOc1ccc(C2C(C(=O)c3ccco3)=C(O)C(=O)N2Cc2cccnc2)cc1 (stereo not given)	.	?
Cc1cccc2c1c1ccc3c(c1n2C)C(=O)C=CC3=O	.	?
CC1CCCC(NC(=O)CCC(=O)c2ccc(F)cc2)C1C (stereo not given)	-13	-2%
CCCCCCC(=O)c1c(C)[nH]c(C(=O)OCC)c1C	.	?
COc1ccc(OC)c(/C=N/c2c(-c3ccc(O)c(OC)c3)nc3ccccn23)c1	.	?
CCCCOc1ccc(NC2=NC3(CCCCC3)N=C(N)N2)cc1	.	i
COc1ccc(C2NC(=O)c3sc4nc(C)c(C(C)=O)c(-c5ccc(Cl)cc5)c4c3N2)cc1 (stereo not given)	0	-5%
CCNc1nc(NCC)n2c(SCC(=O)Nc3ccc(NC(C)=O)cc3)nnc2n1	.	?
CCN1C=C(Cc2ccc(OC)cc2)C2=C(C1)C(c1ccc(OC)cc1)C(C#N)=C(N)O2 (stereo not given)	.	?
COC(=O)c1ccccc1NC(=O)CC#N	0	5%
COc1cc2c(cc1OC)C(c1ccc(Br)cc1)CC(=O)N2 (stereo not given)	.	?
C=CCNS(=O)(=O)c1ccc2c(c1)n(C)c(=O)n2C	4	2%
Cc1oc(-c2ccc(Cl)cc2)nc1CN1CCCC(C(=O)NCCCN2CCCC2=O)C1 (stereo not given)	.	?
Cc1cc2nc3c(=O)[nH]c(=O)[nH]c3nc2c([N+](=O)[O-])c1N	.	?
O=C(CN(Cc1ccco1)C(=O)c1ccc(F)cc1F)Nc1ccccc1C(F)(F)F	2	i
CC1CN(C(=O)C2CC(=O)N(c3ccc(Cl)cc3)C2)CC(C)O1 (stereo not given)	.	?
COc1ccc(NC(=O)CN(C)C(=O)C2CC(=O)N(Cc3ccc(C)cc3)C2)cc1 (stereo not given)	.	?
CC(=O)Nc1cccc(NC(=O)c2c(-c3ccccc3Cl)noc2C)c1	.	?
COc1ccc(N(CC(=O)Nc2ccccc2Cl)S(=O)(=O)c2ccc(C)cc2)cc1OC	7	-6%
